SENP8 inh: inhibitors of human SENP8 protease | Q96LD8 | 0.64% of 360,000 active | inhibition, % at 20 µM | recombinant SENP8, Nedd8 substrate fluorescence; in the data active means inhibition mostly above about 40%, no sharp cut-off; inactive means mostly below about 27%
HKDC1 inh: blocks human hexokinase HKDC1 activity; inhibition, % at 20 µM; Q2TB90; recombinant HKDC1, G6PDH/diaphorase resazurin coupled fluorescence; 0.16% of 340,000 active; AID 493160;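 active means inhibition above about 35% when tested at 20 µM, limit read from the data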;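 further: plate controls were DMSO wells with enzyme for no effect and DMSO wells lacking enzyme for full effect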
Target sequence (Q2TB90 whole entry, looked up): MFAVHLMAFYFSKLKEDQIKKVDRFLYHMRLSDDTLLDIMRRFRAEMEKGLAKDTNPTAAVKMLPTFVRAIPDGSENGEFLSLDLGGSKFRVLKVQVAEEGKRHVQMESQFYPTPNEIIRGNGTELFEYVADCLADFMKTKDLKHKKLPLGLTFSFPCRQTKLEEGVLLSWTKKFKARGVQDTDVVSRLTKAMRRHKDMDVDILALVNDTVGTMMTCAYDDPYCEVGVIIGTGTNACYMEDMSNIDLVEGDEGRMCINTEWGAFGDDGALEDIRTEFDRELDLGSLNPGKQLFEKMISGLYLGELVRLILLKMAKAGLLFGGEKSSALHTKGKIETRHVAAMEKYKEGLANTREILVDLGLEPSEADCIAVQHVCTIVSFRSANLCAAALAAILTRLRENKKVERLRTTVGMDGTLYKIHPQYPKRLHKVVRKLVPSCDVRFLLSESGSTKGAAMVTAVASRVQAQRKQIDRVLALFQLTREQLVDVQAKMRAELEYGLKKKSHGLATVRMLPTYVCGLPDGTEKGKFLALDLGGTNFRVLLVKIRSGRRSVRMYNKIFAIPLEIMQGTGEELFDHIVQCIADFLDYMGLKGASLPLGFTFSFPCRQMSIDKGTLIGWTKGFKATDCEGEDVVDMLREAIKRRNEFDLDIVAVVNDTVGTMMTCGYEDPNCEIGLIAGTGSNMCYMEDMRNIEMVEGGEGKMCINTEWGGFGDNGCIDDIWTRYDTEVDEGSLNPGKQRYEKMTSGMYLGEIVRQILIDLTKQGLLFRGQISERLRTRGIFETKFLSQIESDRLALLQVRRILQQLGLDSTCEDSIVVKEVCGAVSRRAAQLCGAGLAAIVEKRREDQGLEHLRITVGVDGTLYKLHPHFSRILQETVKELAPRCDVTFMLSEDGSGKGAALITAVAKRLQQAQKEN
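Test system: HK5 enzyme. Quantity: 5 µg/mL HK5 final. Reagent: glucose and ATP substrates. Schedule: 90 min reaction incubation at room temperature, dark. Technique: resazurin-to-resorufin fluorescence via G6PDH and diaphorase coupling, 525/613 nm. Control set: DMSO wells with and without enzyme mix.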
SENP6 block: SENP6 protease inhibition; Q9GZR1; Recombinant SENP6 catalytic domain, aminoluciferin luminescence; inhibition, % at 10 µM; 1.8% of 330,000 active; AID 2599;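 active means inhibition above about 50% at the single tested dose, limit read from the data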;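 further: plate controls were DMSO wells with enzyme for no effect and DMSO wells lacking enzyme for full effect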
SENP7 inh: inhibitors of human SENP7 protease. recombinant SENP7, Z-RLRGG-aminoluciferin luminescence, 40 min. Q9BQF6. AID 434973. 1.5% of 330,000 active. inhibition, % at 5 µM;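 active means inhibition above about 50% at the single test dose, limit read from the data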;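 further: plate controls were DMSO with enzyme for no effect and no enzyme buffer wells for full effect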
ATG4B inh: ATG4B (human) cysteine protease inhibition; ATG4B cleavage of LC3-PLA2, NBD-HPC fluorescence, 1 h; Q9Y4P1; AID 504462; inhibition, % at 8.33 µM; 0.51% of 340,000 active; in the data active means inhibition above about 40%
MPTP block: permeability transition pore inhibition; inhibition, % at 10 µM; isolated mouse mitochondria, Ca2+ swelling absorbance, 30 min; 1.4% of 360,000 active; AID 602449;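 active means inhibition of 50% or more, scaled per plate between neutral and stimulator controls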;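 further: 0% = DMSO wells given calcium and 100% = 1 mM EGTA wells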
PfGluPho inh: PfG6PD (Plasmodium falciparum) enzyme inhibition; PfGluPho enzyme, NADPH resazurin-diaphorase fluorescence; inhibition, % at 20 µM; 0.78% of 350,000 active;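 active means inhibition reaching at least a set limit at 20 µM in the primary screen, cut at about 59% in these data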;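 further: 0% = DMSO wells with substrate and 100% = DMSO wells lacking glucose-6-phosphate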
GRIN3A LBD mod: modulates the human NR3A ligand-binding domain | NR3A LBD differential scanning fluorimetry, Tm shift; 0% = protein alone, 100% = glycine-bound protein | Tm shift relative to glycine control, % at 25 µM | 2.5% of 340,000 active | AID 1259313;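 active means melting temperature shift of at least 10% of the positive control shift, at one fixed dose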
The depositor's hits bear a star; nt = no result given. Compounds as they come; 6.9% or so of the library scored in one or more.

Screens in order: SENP8 inh	HKDC1 inh	SENP6 block	SENP7 inh	ATG4B inh	MPTP block	PfGluPho inh	GRIN3A LBD mod
- O=C1NCCCCC1NS(=O)(=O)c1ccc(Cl)cc1 (configuration not stated)
    5.3	-6.2	4.6	-0.9	4.8	-0.3	-1.0	2.7
- Brc1cccc(-c2nnc(SCc3nc4ccccc4[nH]3)o2)c1
    -13.7	-3.6	-9.1	-0.7	3.5	0.5	60.1*	-10.6
- CCN1CCN(Cc2nc3c(c(=O)n(C)c(=O)n3C)n2C(C)C(C)=O)CC1 (configuration not stated)
    13.9	1.7	-8.4	13.7	-4.7	-0.3	-4.5	0.3
- O=c1cc(CSc2ccc(Cl)cc2)[nH]c2[nH]n(-c3ccccc3)c(=O)c12
    10.2	1.2	4.1	3.9	2.1	1.7	-0.5	0.9
- CN(C)CC1CCC/C(=C/c2ccc(Cl)cc2)C1=O (configuration not stated)
    21.6	30.9	nt	nt	0.4	-1.7	60.4*	1.7
- COc1ccc(-c2nnn(CC(=O)N(CCO)C(C(=O)NC3CCCC3)c3ccc(F)cc3)n2)cc1 (configuration not stated)
    9.5	-14.0	-7.7	-12.8	-11.9	0.9	-3.6	1.8
- Cc1ccc(S(=O)(=O)N2[C@@H](c3cccc(Cl)c3)C(C(=O)O)=CC[C@H]2c2ccc(Cl)c(Cl)c2)cc1
    0.4	5.7	2.2	-5.6	31.1	2.3	-18.4	-8.8
- COC(=O)c1cc(NC(=O)CSc2nnc(N)s2)ccc1Cl
    -3.6	2.1	-9.3	-6.0	0.0	-0.1	-2.9	2.4
- Cc1cccc(Oc2c([N+](=O)[O-])c(=O)n(C)c3ccccc23)c1
    -169.7	17.4	-15.6	5.6	-2.1	0.2	30.6	1.2
- Brc1csc(/C=N/Nc2nc3ccccc3s2)c1
    -80.4	6.6	37.4	75.7*	18.5	34.4	28.8	21.8*
- O=C(Oc1cccnc1)c1cccc(Cl)c1
    11.0	-4.9	-32.7	-7.3	-2.1	-1.8	-6.4	1.4
- COc1ccc(NC(=O)CN(c2ccccc2)S(=O)(=O)N(C)C)cc1OC
    3.3	-5.8	-10.2	2.0	-2.7	1.8	4.0	-1.1
- Cc1ccc(C(=O)c2ccccc2C(=O)OCC(=O)NCCc2ccc(Cl)cc2Cl)cc1
    7.1	4.1	9.2	3.4	-3.0	1.3	31.4	-3.2
- COc1ccc(CCN(C)CCN2C(=O)c3ccccc3C2=O)cc1OC
    17.3	-8.0	7.9	11.2	-4.0	-2.0	11.3	8.1
- Cc1nc2c([N+](=O)[O-])c(C)c(C)cc2[nH]1
    14.5	1.5	-32.4	-2.1	-4.8	0.0	17.7	-1.4
- O=C1C2CCCN2C(=S)N1c1cc(Cl)ccc1Cl (configuration not stated)
    -0.3	7.3	-2.0	1.5	15.5	-0.1	8.7	1.7
- CCOc1ccccc1NC(=O)Cn1nnc(C(=O)NCCc2ccc(OC)c(OC)c2)c1N
    4.7	9.5	-10.8	-2.5	-4.9	-0.3	-6.2	-1.2
- O=C(NCc1ccccn1)Nc1ccccc1C(F)(F)F
    14.2	-7.9	-9.6	7.7	6.9	4.7	-15.8	-8.0
- CNC(=S)NNC(=O)c1cc(C(C)(C)C)nn1Cc1ccc(F)cc1
    1.1	-2.1	-29.7	6.9	2.7	2.3	-5.8	1.1
- CN(C)c1ccc(/C=N/OC(=O)Nc2ccccc2)cc1
    -64.8	1.2	5.9	-7.9	-10.5	-1.3	20.6	5.2

3 structures from above, arranged by count of non-hydrogen atoms, largest number first.
Screens in order: SENP8 inh	HKDC1 inh	SENP6 block	SENP7 inh	ATG4B inh	MPTP block	PfGluPho inh	GRIN3A LBD mod
- O=C(NCc1ccccn1)Nc1ccccc1C(F)(F)F
    14.2	-7.9	-9.6	7.7	6.9	4.7	-15.8	-8.0
- O=C1C2CCCN2C(=S)N1c1cc(Cl)ccc1Cl (configuration not stated)
    -0.3	7.3	-2.0	1.5	15.5	-0.1	8.7	1.7
- O=C(Oc1cccnc1)c1cccc(Cl)c1
    11.0	-4.9	-32.7	-7.3	-2.1	-1.8	-6.4	1.4

(listing goes on)
Screens in order: SENP8 inh	HKDC1 inh	SENP6 block	SENP7 inh	ATG4B inh	MPTP block	PfGluPho inh	GRIN3A LBD mod
- O=C1[C@H]2[C@@H](/C=C/c3ccccc3)N3C(=O)CN(CC4CC4)C(=O)[C@@]3(Cc3ccccc3)[C@H]2C(=O)N1c1ccccc1
    1.6	-2.3	-14.8	1.0	0.8	-0.5	5.3	-1.3
- CC1=NN(C(=O)Cn2ccc([N+](=O)[O-])n2)C(O)(C(F)(F)F)C1 (configuration not stated)
    5.4	13.0	3.0	-6.2	0.9	-1.4	-14.9	0.5
- Cc1cccc(N(CC(=O)N2CCCCCC2)S(C)(=O)=O)c1C
    14.3	-0.4	5.1	8.4	2.3	-0.7	-8.8	-2.3
- O=C(CNC(=O)c1ccco1)OCc1ccc(C(=O)Oc2ccccc2)cc1
    14.2	3.7	-17.5	-1.2	-3.9	0.6	2.6	0.0
- Cc1nc(C(Cl)(Cl)Cl)nc2[nH]ccc(=O)c12
    9.3	-7.6	-9.8	-2.3	-3.6	-0.5	-2.4	-0.6
- CCc1cccc(NC(=O)CCc2nc3sc4c(c3c(=O)[nH]2)CCCC4)c1
    -17.6	-0.1	-27.1	10.4	-1.8	-1.1	-4.7	1.0
- CC(C)(C)OC(=O)C[C@@H]1C/C=C\C[C@@H](CC(=O)N[C@@H](CO)Cc2ccccc2)C(=O)NC[C@@H](c2ccccc2)OC1=O
    14.4	-1.8	-4.6	5.3	-4.0	-1.0	1.5	-0.8
- NC(=O)COC(=O)c1ccc(-c2ccc(O)cc2)cc1
    -400.3	-4.8	-18.1	-2.8	-3.9	0.4	5.3	-9.6
- Cc1ccc(/C(O)=C/C(=O)C(=O)NC23CC4CC(CC(C4)C2)C3)cc1
    24.7	0.5	-4.2	-4.4	-5.2	-3.1	-9.1	-12.3
- O=C(NNC(=S)Nc1cccc(C(F)(F)F)c1)c1ccccc1Cl
    4.4	-12.3	-37.5	11.1	-2.5	34.8	-3.1	0.4
- O=C(COC(=O)c1c[nH]c(=O)[nH]c1=O)NCc1ccccc1
    17.3	0.2	-4.2	5.3	-1.9	14.2	11.7	1.8
- c1ccc(-c2ccc3[nH]ccc3c2)cc1
    -26.6	-0.3	7.8	-5.4	6.4	-1.9	4.4	-9.9
- C/C(=N\NC(=O)Nc1ccccc1)c1ccc2ccccc2c1
    13.3	-9.7	-3.0	0.8	-10.1	-0.2	1.4	-8.1
- O=C(CCn1nnc2ccccc2c1=O)N[C@H](C(=O)O)c1ccccc1
    10.7	-0.5	8.4	8.5	-5.2	-0.6	2.5	4.2
- O=C(C1CCN(c2nc3nonc3nc2N2CCCCC2)CC1)N1CCOCC1
    5.5	2.8	-4.7	-4.6	-8.7	-0.1	-4.4	-0.9
- CC(C)(C)OC(=O)NCCCC[C@H](NC(=O)[C@H](Cc1c[nH]c2ccccc12)NC(=O)OCc1ccccc1)C(=O)O
    14.2	-3.1	-3.9	10.7	-8.8	2.3	-11.4	1.1
- CCOc1ccccc1N(CC(=O)NC1CCCCC1)S(=O)(=O)c1ccccc1
    5.9	-2.2	12.5	2.9	7.5	1.4	7.9	0.3
- Cn1cnc(C(F)(F)F)c1-c1ccc([N+](=O)[O-])cc1
    16.6	-8.7	-3.6	2.3	1.4	1.8	20.8	0.5
- CCC(C)Nc1nc(-c2c[nH]c3ccccc23)cs1 (configuration not stated)
    18.2	-3.6	6.0	6.9	-2.7	-0.8	29.1	0.4
- CC1CN(CCCCN2C(=O)c3ccccc3C2=O)CC(C)O1 (configuration not stated)
    7.9	-4.3	1.3	12.5	-6.1	0.1	10.9	-2.7
- COc1cc(C)ccc1OCCCOc1c(Cl)cccc1Cl
    7.8	1.1	-17.1	-5.6	13.8	0.2	4.7	2.8
- O=C(Nc1ccc(F)cc1F)Nc1ccc(F)cc1F
    -4.2	-8.0	-44.0	21.5	-5.4	17.0	10.2	-2.4
- O=C(Oc1ccc(Oc2ccccc2)cc1)N1CCC(O)CC1
    19.2	3.4	7.3	5.8	1.1	0.0	-21.8	-5.1
- OC1(c2cccc(C(F)(F)F)c2)CCN(Cc2nnnn2Cc2ccccc2)CC1
    11.6	4.0	2.9	6.1	15.9	1.5	3.1	-25.1
- O=C(/C=C/c1ccc(N2CCOCC2)cc1)c1ccccc1
    -254.9	4.9	28.4	23.3	-4.4	3.1	9.3	-1.5
- Cc1oc(-c2cccc(F)c2)nc1CN(Cc1ccccc1)C[C@@H]1CCC(=O)N1
    -13.4	-4.4	7.7	6.2	-3.4	3.2	8.1	-3.1
- CN1C(=O)c2ccccc2C(C(=O)O)C1c1cccc(Cl)c1 (configuration not stated)
    15.4	-7.6	-8.8	-10.4	-13.0	2.0	1.2	5.6
- N#CCCn1c(SCC(=O)N2CCN(S(=O)(=O)c3ccccc3)CC2)nc2ccccc21
    2.1	-2.5	-4.2	2.1	-6.3	-0.8	12.0	2.7
- Clc1ccccc1CSc1nnc(-c2ccco2)c(-c2ccco2)n1
    14.4	17.0	-3.8	8.8	54.2*	-0.9	2.5	-11.5
- [N-]=[N+]=CC(=O)CCCN1C(=O)c2ccccc2C1=O
    9.2	-2.8	-9.3	-12.3	2.0	-2.5	-13.5	-0.2
- Cc1c(Br)c([N+](=O)[O-])nn1C(C)C(=O)N1CCCc2ccccc21 (configuration not stated)
    17.6	-4.8	-13.1	3.3	-3.6	1.1	-3.5	3.0
- CN(C)S(=O)(=O)c1cccc(NC(=O)c2cccc(S(=O)(=O)N3CCCCC3)c2)c1
    22.3	-1.3	4.1	2.4	-6.7	-0.9	-6.1	-6.2
- COc1ccc(C2=NS(=O)(=O)N(C)C(C(=O)NC(C)c3ccccc3)=C2)cc1 (configuration not stated)
    -330.8	0.2	-12.5	-11.4	-29.6	-1.4	9.9	-2.9
- O=C(CCCOc1ccccc1)Nc1cccc(S(=O)(=O)N2CCOCC2)c1
    11.7	5.7	31.4	-3.6	-4.3	1.3	-10.0	-0.9
- Cc1ccc(/C=C2\SC(=S)N(CCCC(=O)NC3CCCC3)C2=O)cc1
    16.8	0.7	-7.2	-4.9	5.6	1.6	-9.0	0.3
- O=c1c2ccc(Cl)cc2nc(-c2ccc([N+](=O)[O-])cc2)n1O
    14.0	-5.7	-20.2	-12.1	-5.3	4.5	5.8	-0.9
- CCn1c(SCC(=O)n2nc(C)cc2C)nnc1-c1ccc2c(c1)OCO2
    6.9	-0.9	-7.6	-14.4	-6.3	-0.3	-12.1	0.3
- Cc1ccsc1C(=O)Nc1ccc(OCc2ccccc2)cc1
    18.7	-6.0	91.3*	98.4*	16.0	-3.4	10.4	18.3*
- CCN1CCN(C(=O)c2ccc(CS(=O)(=O)Cc3ccccc3C)o2)CC1
    1.9	-7.8	-2.7	10.2	1.3	0.0	1.4	-1.4
- Cc1cc(C)c2oc(-c3cccc(N)c3)nc2c1
    -446.5	2.6	33.8	21.1	-5.8	1.6	13.6	-1.0
- CCCC(=O)Nc1ccc(Cl)c(NC(=S)NC(=O)c2cc3ccccc3o2)c1
    24.3	-8.3	-12.0	7.3	4.3	2.1	-14.2	-0.1
- CCC(CO)NCc1ccc(OC2CCCC2)cc1 (configuration not stated)
    12.5	0.6	4.5	1.6	5.2	-3.4	-20.4	-2.1
- CCc1ccc2c(COn3nnc4ccc(S(=O)(=O)N(C)C)cc43)cc(=O)oc2c1
    -14.0	3.4	-10.1	5.2	-19.6	0.0	-6.6	-1.5
- CCOC(=O)N1CCC(NS(=O)(=O)c2ccc3c(c2)oc(=O)n3C)CC1
    1.0	10.7	-5.3	3.3	1.1	-1.3	-6.7	-0.8
- CCOc1ccc(-n2c(=S)sc3c(=O)[nH]c(SCC(=O)NC(C)CC)nc32)cc1 (configuration not stated)
    17.5	-5.5	-20.0	-16.7	-5.7	3.7	-20.0	-5.1

Screens from PubChem.
